HDAC3 inh = inhibitors of human histone deacetylase 3; recombinant HDAC3, fluorogenic peptide/trypsin coupled, fluorescence; O15379; AID 2718; inhibition, % at 8.3 µM; 320,000 tested, 0.15% active; in the data active = inhibition above about 26%, passing the limit was not always enough; inconclusive = no clear call, values can overlap the other calls
Target sequence (O15379 whole entry, looked up): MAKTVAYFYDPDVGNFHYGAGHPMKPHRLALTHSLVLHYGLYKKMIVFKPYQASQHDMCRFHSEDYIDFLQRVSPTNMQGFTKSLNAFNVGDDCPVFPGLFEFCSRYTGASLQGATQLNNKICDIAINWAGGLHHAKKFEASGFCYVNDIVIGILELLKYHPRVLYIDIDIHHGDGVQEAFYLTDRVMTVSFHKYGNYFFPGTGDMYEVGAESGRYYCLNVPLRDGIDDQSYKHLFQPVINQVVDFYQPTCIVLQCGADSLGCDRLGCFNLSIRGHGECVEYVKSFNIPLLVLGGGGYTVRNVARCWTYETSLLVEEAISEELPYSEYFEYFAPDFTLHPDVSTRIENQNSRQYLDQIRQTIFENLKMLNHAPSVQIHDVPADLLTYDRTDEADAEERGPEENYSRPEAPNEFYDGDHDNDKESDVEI
HSP90 inh = blocks HSP90-mediated luciferase refolding in reticulocyte lysate; Rabbit reticulocyte lysate, luciferase refolding luminescence, 3 h; inhibition, % at 5.6 µM; 290,000 tested, 0.91% active; AID 1789;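 active = inhibition above the screen-wide mean plus 3 SD, computed separately per campaign, cut at about 16% in these data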;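 note: 0% = DMSO wells and 100% = 60 µM geldanamycin wells; inhibitors lower the luminescence because luciferase stays unfolded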
AI-2 QS modul = modulators of Vibrio harveyi AI-2 quorum sensing system. Vibrio harveyi JMH597 AI-2 luminescence/OD600 ratio, 9 h; stronger effect = lower value; strain lacks LuxN and CqsS sensors; 0 = neutral-control median. activity change, % at 7.5 µM. 300,000 tested, 0.4% active; in the data active = activity change below about -75%, passing the limit was not always enough; inconclusive = no clear call, values can overlap the other calls;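 note: luminescence divided by OD600 gain over 9 h not by final OD600 alone; inactives centre near 13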
Dyrk1A ADPGlo = Dyrk1A (rat) kinase inhibition | 310,000 tested, 0.43% active | ADP-Glo luminescence, NFATc1 peptide | Q63470 | inhibition, % at 12.5 µM | AID 504441; in the data active = inhibition above about 50%;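 note: plate controls were vehicle with enzyme for no effect and no enzyme for full effect; many of its hits are not listed in these tables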
HSF1 inhib = HSF1 inhibition; NIH3T3-HGL HSE-luciferase, MG132-induced, luminescence 8 h; stronger effect = lower value; activity change, negative = inhibition, % at 7.5 µM (by protocol); 300,000 tested, 0.77% active; AID 2098;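 active = more than half of replicate wells show activity change below -50%, luminescence cut by over half; inconclusive = some wells, but at most half, below -50%; inactive = no replicate well below -50%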;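 note: luciferase reports HSF-1 transcriptional activity via heat shock element; 0% = median of DMSO wells and -100% = zero luminescence signal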
PolyA inh = blocks polyadenylation in yeast reporter cells | calls only at 12 µM | 300,000 tested, 0.02% active | S. cerevisiae SKY197-pL101 polyadenylation reporter, beta-gal luminescence; efflux-impaired pdr1/pdr3 knockout yeast; score 100 = 6 SD above DMSO | AID 1875;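 active = lowest replicate activity score at least 50, where 100 means six control SD above control mean; inconclusive = lowest score under 50 but half or more replicates reach 50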;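 note: yeast exposed to compound for 9 h at 30 °C; higher score means more reporter readthrough which indicates perturbed polyadenylation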
Platelet DG rel = platelet dense granule release activity; human platelet-rich plasma, SFLLRN dense granule ATP release, luminescence; 300,000 tested, 0.22% active; AID 1663; inhibition, %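 (compounds screened at 7.5 µM in platelet-rich plasma)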;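 active = mean replicate score, as percent of positive control, at or above 50; inconclusive = mean below 50 but at least one replicate at or above 50; inactive = mean and every replicate below 50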
GSK3B inh = inhibitors of human GSK3beta kinase | GST-GSK3beta kinase, ADP-Glo luminescence, 60 min; stronger effect = lower value | activity score (negative = inhibition), % at 10 µM | 300,000 tested, 0.038% active | AID 2097;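 active = more than half of replicate wells score below -50%, meaning over 50% inhibition versus plate controls; inconclusive = some replicates but at most half score below -50%; inactive = no replicate scores below -50%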;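 note: 0% = median DMSO wells and -100% = median GW8510 positive control wells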
Target sequence (P49841 whole entry, looked up): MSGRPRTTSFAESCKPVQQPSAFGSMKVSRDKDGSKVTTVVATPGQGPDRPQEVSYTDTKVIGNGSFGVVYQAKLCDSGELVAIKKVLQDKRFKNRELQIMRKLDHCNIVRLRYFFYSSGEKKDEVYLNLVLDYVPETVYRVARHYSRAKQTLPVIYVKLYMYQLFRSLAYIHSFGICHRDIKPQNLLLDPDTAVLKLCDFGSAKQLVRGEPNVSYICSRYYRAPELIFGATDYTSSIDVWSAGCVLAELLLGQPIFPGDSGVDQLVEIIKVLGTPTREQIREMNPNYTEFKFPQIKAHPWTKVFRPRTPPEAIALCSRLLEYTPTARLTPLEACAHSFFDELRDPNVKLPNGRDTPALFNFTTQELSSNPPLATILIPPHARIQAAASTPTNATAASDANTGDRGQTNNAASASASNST
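Test system: GST-fused GSK3beta enzyme, cell-free | Quantity: 1.6 ng GST-GSK3beta enzyme per well | Reagent: 25 µM ATP with peptide substrate | Schedule: 60 min enzyme reaction, room temperature | Signal: Luminescent ADP-Glo measurement of ADP formed | Read-out basis: Score relative to plate controls | Control set: DMSO and 20 µM GW8510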
GSK3A inh = human GSK-3 alpha kinase inhibition; inhibition, % at 10 µM; P49840; ADP-Glo luminescence, 60 min; 320,000 tested, 0.1% active;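 in the data active = inhibition above about 50%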;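 note: GST-tagged GSK-3 alpha with peptide substrate and 25 µM ATP; 0% = DMSO neutral wells and 100% = GW8510 positive control wells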
HSF-1 act = increases HSF-1 driven luciferase reporter signal. 300,000 tested, 1.7% active. AID 504408. NIH3T3-HGL HSF-1 luciferase reporter, MG132, 8 h; 100% = twice DMSO control signal. activation, % at 9 µM;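 active = mean replicate activation of at least 50% with a set share of replicates each reaching 50%; inconclusive = only one of those two conditions met; inactive = mean below 50% and too few replicates reaching it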;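 note: 0% = median of the neutral control wells and 100% = twice that signal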
* = called active by the depositor; i = inactive; ? = inconclusive; nt = no result given.

SMILES	HDAC3 inh	HSP90 inh	AI-2 QS modul	Dyrk1A ADPGlo	HSF1 inhib	PolyA inh	Platelet DG rel	GSK3B inh	GSK3A inh	HSF-1 act
COCCCNC(=O)/C=C/c1c(Cl)cccc1Cl	-3	-5	19	0	-8	i	13	-2	1	-6
Cc1ccc(C(=O)C2CCN(C(=O)c3ccc(C)cc3)CC2)cc1	0	0	21	10	0	i	-4	2	-2	8
O=c1[nH]c(CN2CCN(c3ccccc3Cl)CC2)nc2ccsc12	3	-2	140	0	5	i	-8	2	2	16
Cc1ccc(S(=O)(=O)CCC(=O)OCc2ccc(Cl)c(Cl)c2)cc1	3	3	-2	3	-3	i	9	2	-1	-5
O=C(CN1C(=O)CSc2ccccc21)NCCC1=CCCCC1	1	-2	16	2	-1	i	-3	-1	4	-18
Cc1ccc(OCC(=O)N/N=C/c2ccc([N+](=O)[O-])o2)cc1	4	-1	13	-2	16	i	2	1	-2	22
CCOC(=O)c1cc(-c2ccc(OC)cc2)n(CCC(=O)NCCN2CCC(C)CC2)c1C	2	4	9	-5	21	i	12	2	-5	20
COc1ccc(C=C2c3ccccc3C(=O)c3ccccc32)c(OC)c1	-2	7	46	nt	-14	i	5	1	-1	-21
COc1ccc(N2CCN(c3oc(Cc4cccc5ccccc45)nc3C#N)CC2)cc1	5	2	12	-4	1	i	14	0	-4	8
COc1cc(/C=C2\NC(=S)N(C)C2=O)ccc1OCc1ccccc1F	4	3	-1	9	-7	i	-4	1	-2	-3
C=CCNC(=S)NNC(=O)c1ccc(OCCCC)cc1	0	-3	14	9	7	i	-12	0	-1	18
CCOc1ccc(NC(=O)CCS(=O)(=O)c2ccc(C)cc2)cc1	0	-4	12	10	-4	i	2	2	-1	-11
O=C(CSc1n[nH]c(-c2ccccc2)n1)Nc1ccc(F)cc1F	1	3	1	3	1	i	10	3	2	-11
Cc1ccc(C)c2[nH]c(=O)c(C(c3nnnn3C3CCCC3)N3CCOCC3)cc12 (stereo not given)	1	-1	25	4	1	i	-5	-2	-1	-4
O=CN1CCC(=O)N(Cc2ccccc2)c2ccccc21	-4	1	22	0	-5	i	-8	3	-1	-7
Cc1nc(Nc2ccc(Cl)cc2)c2oc3ccccc3c2n1	-2	2	10	-2	-4	i	-11	-1	-2	16
O=C(Nc1ccccc1C(F)(F)F)C1CCN(C(=O)Cc2ccccc2)CC1	2	1	-2	-4	-3	i	-3	-5	-3	13
CCn1ncc(Br)c1C(=O)Nc1cc(C)cc(C)c1	2	-2	25	-4	-1	i	-2	1	-3	-13
CCOC(=O)Cc1csc(NC(=O)C2CCCCC2C(=O)O)n1 (stereo not given)	-2	2	17	4	-2	i	0	-3	-5	4
COc1ccccc1CCC(=O)OCC(=O)c1c(N)n(CC(C)C)c(=O)n(C)c1=O	0	nt	11	2	-9	nt	-7	-1	-2	-10
Cc1ccc(NC(=O)COc2ncnc3c(Cl)cc(Cl)cc23)cc1[N+](=O)[O-]	2	2	-3	0	1	nt	-36	3	1	-3
COc1ccccc1NC(=O)C1CCCN(C(=O)Nc2ccc(F)cc2)C1 (stereo not given)	-5	-5	10	0	-5	i	-2	-1	-1	-5
Cc1cc(Br)ccc1NC(=O)CNC(=O)CN(C)Cc1nc2ccccc2c(=O)[nH]1	1	-3	0	8	-1	i	11	0	-5	6
NNC(=O)c1ccccc1OCc1ccccc1	-3	1	26	9	2	i	-8	1	5	22
Cc1ccc(NC(=O)CN2C(=O)NC3(CCCc4ccccc43)C2=O)c([N+](=O)[O-])c1 (stereo not given)	5	3	12	9	-2	i	-7	0	4	-3

Sorted by SMILES length (ascending): ten of the compounds above.
SMILES	HDAC3 inh	HSP90 inh	AI-2 QS modul	Dyrk1A ADPGlo	HSF1 inhib	PolyA inh	Platelet DG rel	GSK3B inh	GSK3A inh	HSF-1 act
COCCCNC(=O)/C=C/c1c(Cl)cccc1Cl	-3	-5	19	0	-8	i	13	-2	1	-6
Cc1nc(Nc2ccc(Cl)cc2)c2oc3ccccc3c2n1	-2	2	10	-2	-4	i	-11	-1	-2	16
COc1ccccc1NC(=O)C1CCCN(C(=O)Nc2ccc(F)cc2)C1 (stereo not given)	-5	-5	10	0	-5	i	-2	-1	-1	-5
Cc1ccc(OCC(=O)N/N=C/c2ccc([N+](=O)[O-])o2)cc1	4	-1	13	-2	16	i	2	1	-2	22
O=C(Nc1ccccc1C(F)(F)F)C1CCN(C(=O)Cc2ccccc2)CC1	2	1	-2	-4	-3	i	-3	-5	-3	13
COc1ccc(N2CCN(c3oc(Cc4cccc5ccccc45)nc3C#N)CC2)cc1	5	2	12	-4	1	i	14	0	-4	8
COc1ccccc1CCC(=O)OCC(=O)c1c(N)n(CC(C)C)c(=O)n(C)c1=O	0	nt	11	2	-9	nt	-7	-1	-2	-10
Cc1ccc(NC(=O)COc2ncnc3c(Cl)cc(Cl)cc23)cc1[N+](=O)[O-]	2	2	-3	0	1	nt	-36	3	1	-3
CCOC(=O)c1cc(-c2ccc(OC)cc2)n(CCC(=O)NCCN2CCC(C)CC2)c1C	2	4	9	-5	21	i	12	2	-5	20
Cc1ccc(NC(=O)CN2C(=O)NC3(CCCc4ccccc43)C2=O)c([N+](=O)[O-])c1 (stereo not given)	5	3	12	9	-2	i	-7	0	4	-3

Later entries.
SMILES	HDAC3 inh	HSP90 inh	AI-2 QS modul	Dyrk1A ADPGlo	HSF1 inhib	PolyA inh	Platelet DG rel	GSK3B inh	GSK3A inh	HSF-1 act
O=C(NCc1nc2ccccc2[nH]1)c1cccc(S(=O)(=O)N2CCCCC2)c1	5	0	5	1	-4	i	-2	1	1	-4
CCc1c(C#N)c(=O)[nH]c(=O)n1-c1ccccc1	5	nt	0	0	0	i	-16	1	0	24
CCCN(C(=O)CSc1nnnn1C)C1CCS(=O)(=O)C1 (stereo not given)	-3	-3	21	-4	0	i	-2	3	-2	-1
COCCCNC(=O)CN(CCc1ccccc1)S(=O)(=O)c1ccccc1	5	3	3	-2	2	i	-2	0	1	-4
O=C(Cn1cnc2c(cnn2-c2ccc(F)cc2)c1=O)NCCc1ccccc1	0	-4	-8	8	-1	i	-12	2	-3	1
Cc1ccccc1NC(=O)C(C)c1ccc(-c2ccccc2)c(F)c1 (stereo not given)	9	2	8	-5	-3	i	9	1	3	5
C[C@H](NC(=O)C(c1ccccc1)c1ccccc1)c1ccccc1	-6	-3	42	5	8	i	1	-4	0	18
COc1cc(C(=O)Nc2ccc(C#N)cc2)c([N+](=O)[O-])cc1OC	-2	3	2	3	0	i	3	-5	1	5
COC(=O)c1ccccc1NC(=O)c1cc[n+](C)cc1	6	nt	6	-1	-5	i	6	-3	0	4
CN(Cc1cnccn1)Cc1cn(Cc2ccccc2)nc1-c1ccc2c(c1)OCO2	1	-5	28	-11	11	i	0	3	3	22
O=C(Nc1ccc(N2CCOCC2)cc1N1CCOCC1)c1ccc([N+](=O)[O-])cc1	-2	-1	15	-1	5	i	11	3	2	-6
Cc1ccc(NC2=C(Cl)C(=O)c3ccccc3C2=O)cc1	-3	4	12	3	30	i	2	10	-2	50
O=C1NCCN(Cc2cccc(Oc3ccccc3)c2)C1CC(=O)N1CCCCO1 (stereo not given)	7	4	13	12	-3	i	3	-3	-2	13
CCc1ccccc1Nc1nc(-c2cccnc2)cs1	0	-1	17	5	4	i	1	1	3	17
Cc1cc(C)c2cc(CN(CCO)Cc3nnnn3Cc3ccccc3)c(=O)[nH]c2c1	2	-1	24	7	11	i	4	-1	5	6
COc1ccc(CCNC(=O)CCNS(=O)(=O)c2ccc3c(c2)CCN3C(C)=O)cc1OC	8	5	nt	4	nt	nt	nt	nt	-1	nt
O=C(NCC(F)(F)F)c1nn(Cc2ccccc2)c(=O)c2ccccc12	-6	-1	37	5	4	i	2	-7	-2	3
CCNC(=O)c1c(O)c2ccccc2[nH]c1=O	-25	-2	6	0	1	i	3	2	-1	-15
FC(F)(F)c1cc(-c2cccs2)nc(-n2cc(Br)cn2)n1	-6	-3	33	-2	-12	i	-2	1	5	7
Cc1cccc(C)c1NC(=O)CSc1nnc(-c2cccnc2)o1	-4	-2	-11	-5	1	i	0	-2	-2	-13
CC(NC(=O)c1ccccc1F)C(=O)O (stereo not given)	-2	0	17	-3	6	i	-5	1	0	18
Fc1ccc(Cn2nnnc2C(c2cccs2)N2CCCCCC2)cc1 (stereo not given)	6	0	9	29	13	i	16	0	1	30
COC(=O)c1ccc(NC(=S)NC(=O)C2CCC2)cc1	1	-7	13	2	14	i	-3	-3	1	-4
CCC1=C(OC(=O)N(CC)CC)N2C(=O)OC(=NCCc3c[nH]c4ccccc34)[C@]2(C)[C@H]2C1=CC[C@H]1C(=O)N(C)C(=O)[C@H]12	-4	nt	15	2	2	i	15	2	-1	15
CC(=O)c1ccc(NC(=O)Nc2ccc([N+](=O)[O-])cc2C)cc1	3	-6	0	0	-6	i	?	0	0	-4

New compounds follow:
SMILES	HDAC3 inh	HSP90 inh	AI-2 QS modul	Dyrk1A ADPGlo	HSF1 inhib	PolyA inh	Platelet DG rel	GSK3B inh	GSK3A inh	HSF-1 act
O=C(c1ccccc1-c1nc(-c2ccc(F)cc2)no1)N1CCCC1	0	3	20	5	5	i	5	-2	-2	-13
CN(C)/C=C1/Sc2ccccc2C1=O	-3	21*	23	2	0	i	5	0	0	-16
COc1ccc(S(=O)(=O)N2CCCC(C(=O)NCc3ccco3)C2)cc1OC (stereo not given)	-1	-4	30	0	4	i	-23	2	-1	5
CCOc1ccc(NC(=O)CSc2nnc(Cn3cnc4ccccc43)n2C)cc1	-6	-6	-3	-1	3	i	-6	2	-3	11
O=C(CNC(=O)N1CC(=O)Nc2ccccc21)NCc1cccc(Cl)c1	-6	2	27	-2	0	i	20	1	1	-1
CCOC(=O)C1CCN(C(=O)C2CCN(S(=O)(=O)CC)CC2)CC1	-1	3	9	-13	-1	i	-4	-2	-3	14
CC(C)n1c(SCC(=O)Nc2nncs2)nnc1-c1ccco1	2	0	8	nt	4	i	29	6	0	-5
Cc1ccc(C(=O)C2=C(O)C(=O)N(Cc3ccco3)C2c2cccc(Br)c2)o1 (stereo not given)	2	7	3	1	6	i	10	1	2	5
CC(C)c1ccc(NC(=O)C2CCCN(S(=O)(=O)c3cccnc3)C2)cc1 (stereo not given)	-1	-2	nt	-2	-2	i	-1	2	1	8

Source: PubChem (several laboratories)

Not all compounds are listed; the hit share may differ from the screen's.
